Source: PubChem
NPSR antag: antagonists of human neuropeptide S receptor cAMP signaling | Q6W5P4 | CHO-NPSR cells, cAMP TR-FRET, antagonist mode | Potency, µM (highest dose often 38.3 µM), for the others: at the top dose activity change, negative = inhibition, most hits filed as inhibitors | 220,000 tested, 1% active; note: potency is the fitted concentration of half-maximal effect; % is set by controls: 0 for no effect and ±100 for the full control effect; nearly all actives have a fitted effect of over 50% in size; many of its hits are not listed in these tables
Target sequence (Q6W5P4 whole entry, looked up): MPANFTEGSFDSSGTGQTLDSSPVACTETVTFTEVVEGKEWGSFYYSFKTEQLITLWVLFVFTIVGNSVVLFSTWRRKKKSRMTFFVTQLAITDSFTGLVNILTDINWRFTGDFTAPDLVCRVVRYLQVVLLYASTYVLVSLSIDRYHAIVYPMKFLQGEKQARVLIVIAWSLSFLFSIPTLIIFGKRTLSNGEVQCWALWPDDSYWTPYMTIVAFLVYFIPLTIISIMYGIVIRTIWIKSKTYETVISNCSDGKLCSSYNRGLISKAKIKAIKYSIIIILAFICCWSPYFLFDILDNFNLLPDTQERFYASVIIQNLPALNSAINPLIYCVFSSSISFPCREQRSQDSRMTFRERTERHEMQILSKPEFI
HttQ103 aggreg: inhibitors of mutant huntingtin aggregate formation in PC12 cells; PC12 HttQ103-GFP aggregates, Acumen cytometry, 40 h; Potency, µM (top dose mostly 46.1 µM), for inactives: top-dose activity change, negative = inhibition, actives largely listed as inhibitors; 220,000 tested, 1.1% active; note: potency is the fitted concentration of half-maximal effect; % is set by controls: 0 for no effect and ±100 for the full control effect; nearly all actives have a fitted effect of over 60% in size
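Aggregate formation scored by laser-scanning cytometer (488 excitation, 500–530 emission) in lysed PC12 cells expressing Q103-GFP after 100 nM tebufenozide induction; library tested in dose series, with ATPLite reagent added in the multiplex.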
IMPase Li inh: cell-permeable IMPase inhibitors with lithium potentiation | CHO-M1 cells, IP1 TR-FRET (IP-One), carbachol + lithium | AID 1457 | 210,000 tested, 0.35% active | Potency, µM (top dose mostly 59.4 µM), for the others: top-dose activity, negative = IMPase inhibition, most hits filed as inhibitors;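 note: IP1 builds up when IMPase is blocked and the TR-FRET signal falls; potency is the fitted concentration of half-maximal effect; plate controls were basal vehicle for no effect and high inhibitor control for full effect; nearly all actives have a fitted effect of over 50% in size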
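Lithium-sensitised IP1 accumulation assay; M1-expressing CHO cells treated 30 min at 37C with compound. Competitive antibody detection by time-resolved FRET followed a 10 min room-temperature lysis step.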
KinaseGlo FLuc: blocks Kinase-Glo luciferase, a counter-screen artifact. Q27757. Kinase-Glo luciferase, ATP luminescence, 8 min. Potency, µM (highest dose often 38.3 µM), for inactives: at the top dose activity change, negative = inhibition, most hits filed as inhibitors. 200,000 tested, 0.28% active. AID 1379; note: potency is the fitted concentration of half-maximal effect; % is set by controls: 0 for no effect and ±100 for the full control effect; nearly all actives have a fitted effect of over 60% in size
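Light output from Kinase-Glo luciferase with luciferin and 10 uM ATP in 50 mM imidazole pH 7.2, KCl, MgCl2, Tween 20, BSA; compound pin-delivered, 8-min ambient incubation, then luminescence read.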
L3MBTL1 block: inhibitors of human L3MBTL1. AID 485360. AlphaScreen L3MBTL1–H3K9me1 peptide binding. Potency, µM (doses to about 57.1 µM), without a hit: at the highest dose activity, negative = inhibition, hits mostly inhibitors. Q9Y468. 230,000 tested, 0.66% active; note: potency is the fitted concentration of half-maximal effect; % is set by controls: 0 for no effect and ±100 for the full control effect; nearly all actives have a fitted effect of over 60% in size
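AlphaScreen assay: L3MBTL1 (50 nM final) was preincubated 30 min at room temperature with biotinylated H3(1-15)K9me1 peptide (75 nM final), then 30 min with library compounds; streptavidin donor and nickel chelate acceptor beads (10 ug/mL final) added, 30 min dark.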
CBFb-RUNX1 inh: blocks binding between human CBF-beta and RUNX1; Q01196+Q13951; AlphaScreen CBFb-His/RUNX1-biotin binding, biochemical; Potency, µM (titrated, usually from 59.8 µM), inactives show at the top dose activity, negative = inhibition, most hits filed as inhibitors; 230,000 tested, under 10 active; AID 1477; note: % of control where 0% means no effect
Target sequence (Q01196 whole entry, looked up): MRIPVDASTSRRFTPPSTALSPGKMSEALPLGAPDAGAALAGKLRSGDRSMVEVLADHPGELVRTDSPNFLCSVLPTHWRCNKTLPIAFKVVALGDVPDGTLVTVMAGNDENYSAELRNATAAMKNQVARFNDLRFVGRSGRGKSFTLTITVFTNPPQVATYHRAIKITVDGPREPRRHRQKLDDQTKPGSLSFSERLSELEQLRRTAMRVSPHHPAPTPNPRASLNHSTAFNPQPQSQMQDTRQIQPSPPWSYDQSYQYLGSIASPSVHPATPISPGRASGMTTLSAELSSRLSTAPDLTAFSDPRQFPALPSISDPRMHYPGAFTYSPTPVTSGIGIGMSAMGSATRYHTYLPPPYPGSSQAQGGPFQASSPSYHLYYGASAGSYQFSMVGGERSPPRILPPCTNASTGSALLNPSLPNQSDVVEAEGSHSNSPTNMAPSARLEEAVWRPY
Target sequence (Q13951 whole entry, looked up): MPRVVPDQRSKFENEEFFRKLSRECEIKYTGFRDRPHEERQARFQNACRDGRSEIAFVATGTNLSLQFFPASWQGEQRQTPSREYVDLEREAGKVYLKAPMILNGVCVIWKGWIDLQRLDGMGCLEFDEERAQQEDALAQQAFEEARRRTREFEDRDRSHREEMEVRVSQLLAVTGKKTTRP
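Room-temperature protein-protein interaction test with 30 nM each of His-tagged CBF-beta and biotinylated RUNX1, 15 min with compound, then 90 min with nickel plus streptavidin beads. Signal read in AlphaScreen mode.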
Epigenetic reg: derepresses silenced GFP reporter in murine cells; Potency, µM (top dose mostly 53.9 µM), for inactives: at the top dose GFP activation, actives largely listed as activators; 280,000 tested, 0.2% active; murine LDR cells, GFP reporter derepression, 30 h; note: potency is the fitted concentration of half-maximal effect; % of control where 0% means no effect; nearly all actives have a fitted effect of over 60% in size
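Murine LDR cells bearing a silenced CMV-driven GFP reporter were exposed to compound for 30 h at 37 C. After PBS washes, GFP-positive cells (20-120 um objects) counted by laser-scanning microplate cytometry.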
* hit, by the source's call; & = joins results of further samples; [ ] = dose if it differs, or a comment. Calls come from the whole dose curve; as a rule, active = well fitted curve in the direction sought with a large enough effect; inconclusive = small, poorly fitted or top-dose-only effect, or another doubt; inactive = no such curve, though single readings can be large; an effect the other way counts as inactive or inconclusive. The list is partial. The share of hits here may be higher or lower than overall.

Screening O=C(C1=NNC2C(=O)N(c3ccccc3)C(=O)C12)c1nc(Cl)ccc1Cl (configuration not stated) returned NPSR antag 8%, HttQ103 aggreg 5%, IMPase Li inh -4%, KinaseGlo FLuc 2%, L3MBTL1 block 4%, CBFb-RUNX1 inh 9% and Epigenetic reg 0.0%.
`Nc1nnc(C(F)(F)F)s1` gave NPSR antag 1%, HttQ103 aggreg 9%, IMPase Li inh -4%, KinaseGlo FLuc -1%, L3MBTL1 block 24%, CBFb-RUNX1 inh -8% and Epigenetic reg -0.6%.
CC(=C/c1ccco1)/C=N/NC(=O)c1ccncc1 was read as NPSR antag 27%, HttQ103 aggreg -2%[9.22 µM], L3MBTL1 block -9%, CBFb-RUNX1 inh -7% and Epigenetic reg -2.4%.
For COc1ccc(C(=O)Nc2nc(C)c(C(=O)N(C)C)s2)cc1OC the results were NPSR antag -6%[46.1 µM], HttQ103 aggreg 20%, IMPase Li inh 0%[38.3 µM], KinaseGlo FLuc -15%, L3MBTL1 block 8%, CBFb-RUNX1 inh 12% and Epigenetic reg -3.2%.
Screening Nc1cc(OCC(F)(F)F)cc(OCC(F)(F)F)c1 returned NPSR antag 9%, HttQ103 aggreg 17%, IMPase Li inh -12%, KinaseGlo FLuc 4%, L3MBTL1 block -11%, CBFb-RUNX1 inh 4% and Epigenetic reg 2.9%.
Screening COc1cscc1C(N)=O returned NPSR antag -8%, HttQ103 aggreg -9%[9.22 µM], L3MBTL1 block -4%, CBFb-RUNX1 inh 6% and Epigenetic reg 0.0%.
Screening CCCCOc1ccc(C2(C)CC(=O)NC2=O)cc1 (configuration not stated) returned NPSR antag 0%[7.67 µM], HttQ103 aggreg -5%, IMPase Li inh 7%[38.3 µM], KinaseGlo FLuc 0%, L3MBTL1 block 2%, CBFb-RUNX1 inh 3% and Epigenetic reg 0.3%.
Cc1cc(C(=O)NCc2ccc(S(N)(=O)=O)cc2)cs1 was read as NPSR antag 7%[46.1 µM], HttQ103 aggreg 2%, IMPase Li inh 3%[38.3 µM], KinaseGlo FLuc -5%, L3MBTL1 block -2%, CBFb-RUNX1 inh 0% and Epigenetic reg 0.0%.
For C/C(=N\NC(=O)c1nc2ccccn2c1C)c1cccc([N+](=O)[O-])c1 the results were NPSR antag 5%, HttQ103 aggreg -12%, IMPase Li inh 3%, KinaseGlo FLuc 0%, L3MBTL1 block 13%, CBFb-RUNX1 inh 6% and Epigenetic reg -0.6%.
Screening O=C(COC(=O)Cc1n[nH]c(=O)c2ccccc12)Nc1cccc(C(F)(F)F)c1 returned NPSR antag -18%, HttQ103 aggreg 3%, IMPase Li inh 14%, KinaseGlo FLuc -1%, L3MBTL1 block -3%, CBFb-RUNX1 inh 14% and Epigenetic reg -1.6%.
COc1cc(/C=C/C(=O)OCC(=O)N2CCN(S(=O)(=O)c3ccc(C)cc3C)CC2)ccc1O was read as NPSR antag -10%, HttQ103 aggreg 9%, IMPase Li inh 7%, KinaseGlo FLuc 1%, L3MBTL1 block inconclusive, CBFb-RUNX1 inh -10% and Epigenetic reg -1.1%.
Screening NS(=O)(=O)c1ccc(NC(=O)/C=C/c2ccccc2[N+](=O)[O-])cc1 returned NPSR antag 4%, HttQ103 aggreg -9%, IMPase Li inh 2%, KinaseGlo FLuc -3%, CBFb-RUNX1 inh 5% and Epigenetic reg 0.9%.
Screening CCc1cc(=O)oc2cc(OCC(=O)N3CCCc4ccccc43)ccc12 returned NPSR antag -27%[46.1 µM], HttQ103 aggreg -5%, IMPase Li inh 9%[38.3 µM], KinaseGlo FLuc -3%, L3MBTL1 block -2%, CBFb-RUNX1 inh -6% and Epigenetic reg 0.8%.
Screening Cc1ccc(S(=O)(=O)CCSc2nc(C)cc(C(F)(F)F)c2C#N)cc1 returned NPSR antag -22%, HttQ103 aggreg inconclusive, IMPase Li inh 11%, KinaseGlo FLuc -2%, L3MBTL1 block 2%, CBFb-RUNX1 inh 0% and Epigenetic reg inconclusive.
`Cc1cc(C(=O)CN2C(=O)NC3(CCCCC3)C2=O)c(C)n1Cc1ccc2c(c1)OCO2` gave NPSR antag -15%[46.1 µM], HttQ103 aggreg inconclusive, IMPase Li inh 3%[38.3 µM], KinaseGlo FLuc 2%, L3MBTL1 block -21%, CBFb-RUNX1 inh -27% and Epigenetic reg 0.7%.
CCS(=O)(=O)c1ccc(O)c(N2C(=O)C3C4C=CC(C4)C3C2=O)c1 (configuration not stated) was read as NPSR antag 6%[46.1 µM], HttQ103 aggreg 0%[9.22 µM], IMPase Li inh -1%[38.3 µM], KinaseGlo FLuc 2%, L3MBTL1 block 6%, CBFb-RUNX1 inh 9% and Epigenetic reg 0.7%.
`CC[C@@H](C)[C@@H](C(=O)N1CCNCC1)n1cc(CCC(=O)O)nn1` gave NPSR antag -23%, HttQ103 aggreg -7%[9.22 µM], IMPase Li inh 1%, L3MBTL1 block 6%, CBFb-RUNX1 inh 4% and Epigenetic reg 5.7%.
Screening CSCC(=O)N1CCCC(C(=O)c2cc(F)ccc2F)C1 (configuration not stated) returned NPSR antag -6%, HttQ103 aggreg -5%[9.22 µM], IMPase Li inh 6%, KinaseGlo FLuc 1%, L3MBTL1 block -6%, CBFb-RUNX1 inh 2% and Epigenetic reg -3.1%.
CCCCn1c(NC(C)CC)nc2c1c(=O)[nH]c(=O)n2C (configuration not stated) was read as NPSR antag 16%[46.1 µM], HttQ103 aggreg -4%, IMPase Li inh -6%[38.3 µM], KinaseGlo FLuc 12%, L3MBTL1 block 5%, CBFb-RUNX1 inh 5% and Epigenetic reg 0.0%.
Screening C=CCOc1c(CNc2ccc(S(N)(=O)=O)cc2)cccc1OC returned NPSR antag -7%[46.1 µM], HttQ103 aggreg -17%, IMPase Li inh -2%, KinaseGlo FLuc -1%, L3MBTL1 block -2%, CBFb-RUNX1 inh 1% and Epigenetic reg 1.3%.
For O=C(N/N=C/c1ccco1)C1COc2ccccc2O1 (configuration not stated) the results were NPSR antag -7%[46.1 µM], HttQ103 aggreg -13%, IMPase Li inh 6%, KinaseGlo FLuc 1%, L3MBTL1 block -6%, CBFb-RUNX1 inh 0% and Epigenetic reg 0.0%.
Screening O=c1c(Br)c(N2CCCCC2)cnn1-c1ccccc1 returned NPSR antag -15%, HttQ103 aggreg -14%, IMPase Li inh 8%, KinaseGlo FLuc 0%, CBFb-RUNX1 inh inconclusive and Epigenetic reg 3.5%.
`Cc1ccccc1N1CC(O)(c2ccccc2)[N+]2=C1SCC2` (configuration not stated) gave NPSR antag 8%, HttQ103 aggreg -19%, IMPase Li inh 11%, KinaseGlo FLuc 2%, L3MBTL1 block 9%, CBFb-RUNX1 inh -2% and Epigenetic reg 0.0%.
Screening CCC(=O)Nc1nc(C)c(-c2csc(Nc3ccccn3)n2)s1 returned NPSR antag 22%, HttQ103 aggreg inconclusive, IMPase Li inh 8%, KinaseGlo FLuc 0%, L3MBTL1 block -13%, CBFb-RUNX1 inh -4% and Epigenetic reg -0.4%.
For O=C(OCC1CC(c2ccccc2)=NO1)c1ccc(Br)cc1 (configuration not stated) the results were NPSR antag 16%, HttQ103 aggreg -1%, IMPase Li inh -18%, KinaseGlo FLuc 2%, L3MBTL1 block 0%, CBFb-RUNX1 inh -8% and Epigenetic reg 2.9%.
CCCCOC1(c2ccccc2)NC(=S)NN=C1c1ccccc1 (configuration not stated) was read as NPSR antag -21%[46.1 µM], HttQ103 aggreg 3%, IMPase Li inh 20%[38.3 µM], KinaseGlo FLuc -4%, CBFb-RUNX1 inh -8% and Epigenetic reg -0.2%.
`CC(C)n1c(-c2ccco2)csc1=Nc1cccnc1` gave NPSR antag -21%[46.1 µM], HttQ103 aggreg inconclusive, IMPase Li inh 9%[38.3 µM], KinaseGlo FLuc 0%, L3MBTL1 block -22%, CBFb-RUNX1 inh -27% and Epigenetic reg 0.9%.
Screening NC(=O)Cn1nnc(-c2ccc(C(F)(F)F)cc2)n1 returned NPSR antag -4%[46.1 µM], HttQ103 aggreg 14%, IMPase Li inh -4%[38.3 µM], KinaseGlo FLuc -4%, L3MBTL1 block -10%[11.4 µM], CBFb-RUNX1 inh 8% and Epigenetic reg -0.1%.
Screening CC(=O)NCc1c(I)c(NC(C)=O)c(I)c(C(=O)O)c1I returned HttQ103 aggreg -10%, IMPase Li inh 10%, KinaseGlo FLuc -5%, CBFb-RUNX1 inh 2% and Epigenetic reg -1.3%.
CCn1ncc(/C=C/C(=O)NCc2cn(C)nc2C)c1C was read as NPSR antag 7%[46.1 µM], HttQ103 aggreg -8%, IMPase Li inh -16%[38.3 µM], KinaseGlo FLuc -1%, L3MBTL1 block -1%, CBFb-RUNX1 inh 2% and Epigenetic reg -1.8%.
`COc1ccccc1NC(=S)N(CCN1CCCCCC1)Cc1cccs1` gave NPSR antag -19%, HttQ103 aggreg 11%, IMPase Li inh 6%, KinaseGlo FLuc 1%, CBFb-RUNX1 inh 2% and Epigenetic reg 0.1%.
CCC(C)Sc1nc2c([nH]c3ccccc32)c(=O)n1C (configuration not stated) was read as NPSR antag 3%[46.1 µM], HttQ103 aggreg -16%, IMPase Li inh 18%[38.3 µM], KinaseGlo FLuc 0%, L3MBTL1 block -3%, CBFb-RUNX1 inh 6% and Epigenetic reg 0.0%&0.8%.
Cc1noc(NS(=O)(=O)c2ccc(N/C=C\C(=O)c3cccc4ccccc34)cc2)c1C was read as NPSR antag -32%, HttQ103 aggreg -7%, IMPase Li inh 12%, KinaseGlo FLuc 1%, L3MBTL1 block -7%, CBFb-RUNX1 inh -20% and Epigenetic reg 5.6%.
O=C(Nc1nnc(-c2ccccn2)o1)c1ccc(Br)cc1 was read as NPSR antag -5%, HttQ103 aggreg inconclusive, IMPase Li inh -6%, KinaseGlo FLuc -2%, L3MBTL1 block 18%, CBFb-RUNX1 inh inconclusive and Epigenetic reg -1.0%.
Screening CCOC(=O)C(C(=O)Nc1ccccn1)C1CCCCC1 (configuration not stated) returned NPSR antag -8%[46.1 µM], HttQ103 aggreg -17%, IMPase Li inh 8%, KinaseGlo FLuc -3%, L3MBTL1 block 4%, CBFb-RUNX1 inh 27% and Epigenetic reg 0.0%.

Reprinted at random: 2 entries already listed
`COc1ccccc1NC(=S)N(CCN1CCCCCC1)Cc1cccs1` gave NPSR antag -19%, HttQ103 aggreg 11%, IMPase Li inh 6%, KinaseGlo FLuc 1%, CBFb-RUNX1 inh 2% and Epigenetic reg 0.1%.
Screening CCOC(=O)C(C(=O)Nc1ccccn1)C1CCCCC1 (configuration not stated) returned NPSR antag -8%[46.1 µM], HttQ103 aggreg -17%, IMPase Li inh 8%, KinaseGlo FLuc -3%, L3MBTL1 block 4%, CBFb-RUNX1 inh 27% and Epigenetic reg 0.0%.
